iPSC survival up – hiPSC single-cell survival enhancement | ATPlite luminescence; 100% = ROCK inhibitor wells, 0% = DMSO | survival enhancement, % at 20 µM | 360,000 tested, 0.044% active; in the data active means survival enhancement above about 18%;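 further: cells exposed to compounds for 16 hours before the ATP read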
HIF-2a inh – inhibitors of HIF-2a | 786-0 RCC cells HIF-2a reporter, luciferase luminescence, overnight | inhibition, % at 18.8 µM | 360,000 tested, 0.72% active;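 active means inhibition of the luminescence signal of 40% or more relative to plate controls, in a single-dose primary screen at 18.75 µM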
Shn3 3UTR inh – inhibitors of Schnurri-3 3'UTR reporter in osteoblasts; Clone20 osteoblast Shn3 3'UTR firefly luciferase, 24 h; inhibition, % at 12.5 µM; 360,000 tested, 0.52% active; AID 588674;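 active means mean inhibition of at least 75% with every replicate also reaching 75%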;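 further: 0% = median of neutral control wells and 100% = pilot-screen positive control compound; some compounds past the cut are filed as inactive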
TRAIL sens C8 – caspase-8 TRAIL sensitization. inhibition (viability loss, TRAIL sensitization), % at 10 µM. NB7+C8 cells + TRAIL, ATPlite viability luminescence. 360,000 tested, 1% active. AID 624354;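 active means compounds causing at least 50% loss of cell viability in the single-dose screen, relative to plate controls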
CF NFkB inh – cystic fibrosis NF-kB activation inhibition | KKLEB NF-kB-GFP reporter, PAF-induced, GFP fluorescence overnight | inhibition, % at 5 µM | 360,000 tested, 0.86% active;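 active means at least 50% inhibition at 5 µM, scaled per plate between neutral and stimulator controls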;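 further: PAF is a Pseudomonas aeruginosa culture filtrate used as stimulus; plate controls were PAF-stimulated DMSO wells for no effect and unstimulated DMSO wells for full effect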
NR2E3 ag-1 – activates human NR2E3 receptor; AID 602229; inhibition of corepressor binding, % at 3.98 µM; CHO-S Gal4-NCOR/VP16-NR2E3 two-hybrid, luciferase; 360,000 tested, 0.35% active;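 active means inhibition above the mean of all tested compounds plus 3 SD, cut at about 70% in these data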;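 further: 0% = DMSO with NR2E3 transfected cells and 100% = cells lacking NR2E3 construct; higher means lower luciferase signal from less NR2E3 corepressor binding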
Target sequence (Q9Y5X4 whole entry, looked up, the tested form may be a part): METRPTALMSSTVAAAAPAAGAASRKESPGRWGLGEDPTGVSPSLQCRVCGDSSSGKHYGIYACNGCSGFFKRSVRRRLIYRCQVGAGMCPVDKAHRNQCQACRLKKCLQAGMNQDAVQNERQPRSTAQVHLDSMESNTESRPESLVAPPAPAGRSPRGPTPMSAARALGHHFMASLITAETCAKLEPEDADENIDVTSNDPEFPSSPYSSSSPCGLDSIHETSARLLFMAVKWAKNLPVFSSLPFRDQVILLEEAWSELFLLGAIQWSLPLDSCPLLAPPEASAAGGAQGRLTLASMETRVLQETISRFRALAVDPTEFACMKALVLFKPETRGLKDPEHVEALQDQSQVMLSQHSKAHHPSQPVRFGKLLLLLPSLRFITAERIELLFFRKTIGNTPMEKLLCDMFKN
EBV LMP1 NFkB – reduces LMP1-driven NF-kappaB luciferase signal | 350,000 tested, 0.69% active | inhibition, % at 12.5 µM | AID 504558 | LMP1-induced NF-kappaB luciferase reporter cells, luminescence; in the data active means inhibition above about 41%;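 further: 0% = neutral control wells and 100% = reference inhibitor control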
MITF TRPM1 inh – inhibitors of MITF-driven TRPM1 promoter in melanoma cells | SK-MEL-5 TRPM1 promoter luciferase, 24 h | inhibition, % at 12.5 µM | 330,000 tested, 0.83% active | AID 488899;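 active means mean inhibition across replicates of 60% or more, whatever share of single replicates reaches that level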; further: values of inactives mirror those of a sister screen read the other way
KKLEB tox – CF airway cell cytotoxicity counter-screen; KKLEB CF airway cells viability, ATPlite luminescence, overnight; stronger effect = lower value; cells stimulated with P. aeruginosa culture filtrate; AID 602141; 360,000 tested, 0.36% active; activity change (cytotoxicity), % at 5 µM;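 active means corrected activity change at or below -50% at 5 µM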
Peg3 prom inh – reduces Peg3 promoter-driven luciferase expression in HeLa; HeLa PEG-Prom luciferase reporter, luminescence, overnight; inhibition, % at 20 µM; 360,000 tested, 1.7% active; AID 588405;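 active means inhibition of at least 50% at 20 µM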
NR2E3 ag-2 – NR2E3 (human) agonism | GST-NR2E3/biotin-RetCOR TR-FRET, 1536-well | Q9Y5X4 | 320,000 tested, 0.12% active | inhibition of corepressor binding, % at 4.78 µM | AID 2300;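 active means percent inhibition above the cutoff of mean plus 3 SD of all tested compounds, set per screening campaign, cut at about 20% in these data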;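 further: 0% = DMSO wells and 100% = biotin wells as full block of FRET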
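Material: NR2E3–RetCOR corepressor complex / Amount: 1.35 nM GST-NR2E3 / Medium: Tris pH 7.5 / Compound: single nominal compound dose of 4.8 µM / Incubation: 5 h at 4 °C / Technique: TR-FRET, Eu(K)-anti-GST donor, streptavidin-D2 acceptor, ex 340, em 617/671 nm / Read-out basis: percent loss of FRET ratio relative to control wells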
Active calls of the source: *; / = no result given. Some of the compounds tested; count on the stated rates, not on these rows.

Preview (15 entries):
SMILES	iPSC survival up	HIF-2a inh	Shn3 3UTR inh	TRAIL sens C8	CF NFkB inh	NR2E3 ag-1	EBV LMP1 NFkB	MITF TRPM1 inh	KKLEB tox	Peg3 prom inh	NR2E3 ag-2
COc1ccc(CCN2CC(C(=O)OC(C)C(=O)Nc3ccc(NC(C)=O)cc3)CC2=O)cc1OC (configuration not stated)	-0.4	0	-22	-4	-3	5	6	-5	8	-6	/
CCC/C=C/c1ccc(CN2C(CC(C)C)C(=O)N(Cc3cn(CCC4OCCO4)nn3)CCS2(=O)=O)cc1 (configuration not stated)	0.7	18	2	11	17	12	13	/	-2	25	/
CCCC(C)C(=O)OCC(=O)Nc1c(Br)cc(C)cc1Br (configuration not stated)	-3.4	17	10	4	-11	-13	8	-6	15	9	4
O=[N+]([O-])c1ccc(N2CCN(S(=O)(=O)c3ccccc3)CC2)cc1NCc1cccnc1	4.0	25	27	10	-4	-8	8	3	12	31	-2
COc1ccc(-c2[nH]ncc2CNCCCSC)cc1F	1.4	6	7	5	-14	6	2	-8	-9	8	0
CN(C)/C=C/C(=O)c1nn(-c2ccc(F)cc2)ccc1=O	-0.5	14	-17	0	-1	-32	-2	3	-2	1	0
CSC(=NC#N)N1CCN(c2ccccc2)CC1	3.9	-26	13	-4	7	-30	3	-1	2	-24	-1
Cc1cc(OCCN2CCCCCC2)ccc1[N+](=O)[O-]	2.3	-25	8	5	0	-15	7	-10	-9	-9	-3
COc1ccc(-n2c(SCC3CNC(=O)O3)nnc2-c2ccc(Cl)cc2)cc1 (configuration not stated)	3.3	15	12	-5	-5	-12	-6	-1	5	5	0
CC(C)C[C@@H](CN)NC(=O)c1nc[nH]c1C(=O)N[C@@H](C)C(=O)CNC[C@H](C)NC(=O)c1nc[nH]c1C(=O)N[C@@H](CC(=O)O)C(=O)O	1.4	-8	0	-10	14	-24	2	-18	-6	-17	/
O=C(c1cccc(C(F)(F)F)c1)c1c[nH]c(C(=O)NCC2CCCO2)c1 (configuration not stated)	0.4	17	3	12	-16	5	8	-1	-11	16	5
CCOC(=O)Cc1csc(NC(=O)CCC(=O)O)n1	-0.2	15	/	-11	2	-54	/	/	-3	7	-1
COC(=O)c1cc(C#N)c(Oc2ccc(F)cc2)nc1C	2.5	-39	4	-6	-8	-28	9	-4	-1	-46	-1
O=C(CNC(=O)C1COc2ccccc2O1)N/N=C/c1cc(Br)c(O)c(Br)c1 (configuration not stated)	0.3	16	16	5	12	-17	-20	4	-4	10	1
COCc1cc(C)nc(N2CCN(c3ccccc3)CC2)c1C#N	2.3	-28	15	-5	2	-19	12	-11	-12	4	0

The listing (from the top)
SMILES	iPSC survival up	HIF-2a inh	Shn3 3UTR inh	TRAIL sens C8	CF NFkB inh	NR2E3 ag-1	EBV LMP1 NFkB	MITF TRPM1 inh	KKLEB tox	Peg3 prom inh	NR2E3 ag-2
COc1ccc(CCN2CC(C(=O)OC(C)C(=O)Nc3ccc(NC(C)=O)cc3)CC2=O)cc1OC (configuration not stated)	-0.4	0	-22	-4	-3	5	6	-5	8	-6	/
CCC/C=C/c1ccc(CN2C(CC(C)C)C(=O)N(Cc3cn(CCC4OCCO4)nn3)CCS2(=O)=O)cc1 (configuration not stated)	0.7	18	2	11	17	12	13	/	-2	25	/
CCCC(C)C(=O)OCC(=O)Nc1c(Br)cc(C)cc1Br (configuration not stated)	-3.4	17	10	4	-11	-13	8	-6	15	9	4
O=[N+]([O-])c1ccc(N2CCN(S(=O)(=O)c3ccccc3)CC2)cc1NCc1cccnc1	4.0	25	27	10	-4	-8	8	3	12	31	-2
COc1ccc(-c2[nH]ncc2CNCCCSC)cc1F	1.4	6	7	5	-14	6	2	-8	-9	8	0
CN(C)/C=C/C(=O)c1nn(-c2ccc(F)cc2)ccc1=O	-0.5	14	-17	0	-1	-32	-2	3	-2	1	0
CSC(=NC#N)N1CCN(c2ccccc2)CC1	3.9	-26	13	-4	7	-30	3	-1	2	-24	-1
Cc1cc(OCCN2CCCCCC2)ccc1[N+](=O)[O-]	2.3	-25	8	5	0	-15	7	-10	-9	-9	-3
COc1ccc(-n2c(SCC3CNC(=O)O3)nnc2-c2ccc(Cl)cc2)cc1 (configuration not stated)	3.3	15	12	-5	-5	-12	-6	-1	5	5	0
CC(C)C[C@@H](CN)NC(=O)c1nc[nH]c1C(=O)N[C@@H](C)C(=O)CNC[C@H](C)NC(=O)c1nc[nH]c1C(=O)N[C@@H](CC(=O)O)C(=O)O	1.4	-8	0	-10	14	-24	2	-18	-6	-17	/
O=C(c1cccc(C(F)(F)F)c1)c1c[nH]c(C(=O)NCC2CCCO2)c1 (configuration not stated)	0.4	17	3	12	-16	5	8	-1	-11	16	5
CCOC(=O)Cc1csc(NC(=O)CCC(=O)O)n1	-0.2	15	/	-11	2	-54	/	/	-3	7	-1
COC(=O)c1cc(C#N)c(Oc2ccc(F)cc2)nc1C	2.5	-39	4	-6	-8	-28	9	-4	-1	-46	-1
O=C(CNC(=O)C1COc2ccccc2O1)N/N=C/c1cc(Br)c(O)c(Br)c1 (configuration not stated)	0.3	16	16	5	12	-17	-20	4	-4	10	1
COCc1cc(C)nc(N2CCN(c3ccccc3)CC2)c1C#N	2.3	-28	15	-5	2	-19	12	-11	-12	4	0
O=C(O)CCN1C(=O)CC2(CCCCC2)C1=O	-0.6	9	-3	-5	-7	-12	-12	-4	7	-2	-2
O=C(NNS(=O)(=O)c1ccc(Br)cc1)NC1CCCCC1	2.9	16	27	13	-14	11	2	11	2	7	-2
CC1(C)Cc2c(sc3nc(NCCN4CCOCC4)n4ncnc4c23)CO1	9.1	4	-7	16	14	10	2	-1	-2	5	-1
O=C(CCC(=O)N1CCOc2ccccc21)N1CCN(c2ccccc2)CC1	4.6	19	6	6	22	8	-2	/	-2	9	-2
Cc1cc(C)n(CCOc2nonc2N)n1	-2.3	9	-6	4	-12	-9	1	8	13	-11	0
CC(C)NCc1nnc(-c2ccc(Cl)cc2)o1	-1.7	-43	15	4	-1	-15	-13	2	4	-13	6
COCC(=O)Nc1nc(-c2ccc(-c3ccccc3)cc2)cs1	0.1	-302	-52	10	-8	-141	-7	-45	-21	-369	-5
Cn1c(N)c(C(=O)COC(=O)c2cccc(S(=O)(=O)N3CCOCC3)c2)c(=O)n(C)c1=O	2.1	11	-4	-17	5	10	-10	-10	-8	32	/
N#Cc1c(NC(=O)CCC(=O)O)sc2c1CCCCC2	0.7	5	-34	17	-29	15	-1	18	-10	8	-6
O=C(Nc1ccc(Cl)cc1)Nn1cnc2ccccc2c1=O	0.1	-24	-17	6	-2	-32	-2	2	5	-44	-1
CC(C)C[C@H](NC(=O)c1nc[nH]c1C(=O)N1CCC(C)CC1)C(=O)OCc1ccccc1	14	10	-9	0	24	33	6	-6	2	3	-1
CC(C)C(=O)Nc1cccnc1	0.4	12	-11	-11	-43	-8	2	-4	7	14	5
Nc1ccc(C(=O)OCC(=O)Nc2cc([N+](=O)[O-])ccc2F)cc1	0.9	1	12	-11	1	-22	7	1	8	8	-2
COC(=O)c1cccc(NC(=O)C23CC4CC(C2)CC(n2cncn2)(C4)C3)c1	3.9	-2	1	6	-7	5	-5	2	2	-6	2
CCn1c(SCC(=O)N2CCC(C)CC2)nc2c(c1=O)SC(C)C2 (configuration not stated)	0.3	4	-10	30	-38	-28	2	5	28	9	-1
O=C(NCCc1c[nH]c2ccccc12)C(=O)NCC1OCCCN1S(=O)(=O)c1cccs1 (configuration not stated)	4.8	10	12	-2	2	21	7	7	-10	12	6
COc1cc(C(O)c2nc(-c3csc4ccccc34)cs2)ccc1F (configuration not stated)	-2.6	-84	-12	-11	-1	-14	/	/	-3	-25	/
Cc1ccc(N/C(N)=N/c2nc(C)cc(N3CCCCC3)n2)c(C)c1	-2.1	-32	96*	40	20	-35	15	24	-22	91*	-5
O=C(COC(=O)Cn1cnc2ccccc2c1=O)Nc1ccc(Cl)cc1	0.6	17	-6	0	8	-19	2	0	-3	10	-1
NC(c1csc(NC(=O)Nc2cccc(C(F)(F)F)c2)n1)C1CCCCC1 (configuration not stated)	-4.5	24	92*	89*	44	8	/	/	-58*	111*	/
COc1ccc(N(CC(=O)N/N=C/c2ccc(-c3ccc([N+](=O)[O-])cc3)o2)S(=O)(=O)c2ccc(C)cc2)cc1Cl	-1.2	-28	18	-4	-10	-26	2	-5	-1	-10	5
COc1ccccc1-c1nc2s/c(=C\c3cccs3)c(=O)n2n1	0.3	3	-2	-18	6	4	-17	4	-2	-2	-2
CCOC(=O)c1cnn(-c2ccccc2)c1NC(=O)CCl	2.0	13	-17	0	8	13	-1	9	-7	8	-2
Cc1cc(NS(=O)(=O)c2ccc(NC(=S)NC(=O)/C=C/c3ccccc3)cc2)no1	-0.2	8	17	7	-28	-25	5	5	0	-3	-1
COCCOC(=O)C1=C(C)NC(=O)NC1C1CC=CCC1 (configuration not stated)	-0.2	11	-7	-7	4	-2	1	-8	7	1	2
COc1cc([N+](=O)[O-])ccc1-c1ccc(/C=N/NC(=O)OC(C)(C)C)o1	1.0	-19	-16	-11	-13	-2	-1	-14	6	7	4
Cc1c(C(=O)NCc2cccc(C(F)(F)F)c2)sc(=O)n1Cc1ccc(S(=O)(=O)N(C)C)cc1	0.6	-8	11	17	14	16	/	/	-12	10	/
CC(C)C(=O)Nc1c2c(nc3c1CCC3)CCCC2	-1.4	11	7	-11	-3	-2	5	21	-4	0	-1
O=C(NCCc1ccccc1F)C1CC(=O)N(c2ccc3c(c2)OCCO3)C1 (configuration not stated)	-2.0	4	-5	-17	-2	-21	7	/	4	1	/
Cc1ccccc1-c1ccc(=O)n(CC(=O)Nc2ccc(C(=O)N3CCCC3)cc2)n1	-2.4	12	12	4	-17	12	-13	3	4	10	1
O=C(CCN1C(=O)COc2ccccc21)NCCN1CCOCC1	-0.4	-9	-15	30	13	11	-12	11	-13	3	4
Cc1cc(OCC(=O)O/N=C(\N)Cc2cccs2)ccc1Br	-1.5	-173	2	-5	-6	-31	-13	-5	-3	-27	0
O=C(Nc1ccccc1)C(=O)c1cn(CC(=O)N2CCCCC2)c2ccccc12	6.4	-50	-7	8	-30	-9	-7	-19	2	-41	0
COc1ccccc1CNc1ccc(C(=O)O)cc1	0.9	1	-4	3	-1	-18	-2	3	2	-14	0
CC1CCC/C(=N\NC(=O)c2ccncc2)C1 (configuration not stated)	-1.5	10	-1	3	5	7	4	-6	2	-14	-1
CCc1ccc(OCC(=O)NCC(c2ccc(Cl)cc2)N2CCCCC2)cc1 (configuration not stated)	-0.8	7	2	12	12	24	2	7	10	26	2
